# TEAD-YAP inh: TEAD-YAP interaction inhibition | HEK-TIYL cells, TEAD-Gal4/YAP UAS-luciferase luminescence | inhibition, % at 9.12 µM | 1.4% of 640,000 active; in the data active = inhibition above about 32%;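 also: 0% = median of test compound wells and 100% = reference inhibitor wells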
# MITF inh: blocks human microphthalmia-associated transcription factor. AlphaScreen MITF homodimerization, bead proximity signal. inhibition, % at 2.6 µM. O75030. 0.91% of 650,000 active; in the data active = inhibition above about 50%;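 also: 0% = vehicle wells with protein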
# Target sequence (O75030 whole entry, looked up): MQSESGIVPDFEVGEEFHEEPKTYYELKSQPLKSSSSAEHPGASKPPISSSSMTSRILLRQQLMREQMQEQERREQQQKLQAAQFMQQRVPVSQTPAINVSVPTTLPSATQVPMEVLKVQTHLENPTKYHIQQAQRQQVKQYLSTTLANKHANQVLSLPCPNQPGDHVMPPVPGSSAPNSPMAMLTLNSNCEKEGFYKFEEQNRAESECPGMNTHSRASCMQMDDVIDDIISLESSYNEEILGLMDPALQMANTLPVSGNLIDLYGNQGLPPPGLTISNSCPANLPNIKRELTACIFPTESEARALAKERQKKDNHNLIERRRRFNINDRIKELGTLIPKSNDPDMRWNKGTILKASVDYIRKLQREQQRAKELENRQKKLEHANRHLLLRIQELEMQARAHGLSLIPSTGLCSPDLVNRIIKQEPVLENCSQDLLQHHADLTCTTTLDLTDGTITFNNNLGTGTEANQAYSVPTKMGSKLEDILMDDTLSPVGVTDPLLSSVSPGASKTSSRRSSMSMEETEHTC
# FBW7 act: activators of human E3 ligase FBW7 | 0.13% of 650,000 active | Q969H0 | AlphaScreen FBW7–phospho-cyclin E peptide binding, activator screen | normalized activity (activation), % at 26.1 µM | AID 1259310; in the data active = normalized activity above about 1.9%;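 also: purified mutant Fbw7 with reduced substrate affinity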
# GPR151 activ: activators of human GPR151; activation, % at 11.2 µM; 1% of 650,000 active; PathHunter beta-arrestin GPR151 cells, luminescence; Q8TDV0; in the data active = activation above about 4.9%;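 also: 0% = median of compound wells and 100% = cells with positive control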
# Target sequence (Q8TDV0 whole entry, looked up): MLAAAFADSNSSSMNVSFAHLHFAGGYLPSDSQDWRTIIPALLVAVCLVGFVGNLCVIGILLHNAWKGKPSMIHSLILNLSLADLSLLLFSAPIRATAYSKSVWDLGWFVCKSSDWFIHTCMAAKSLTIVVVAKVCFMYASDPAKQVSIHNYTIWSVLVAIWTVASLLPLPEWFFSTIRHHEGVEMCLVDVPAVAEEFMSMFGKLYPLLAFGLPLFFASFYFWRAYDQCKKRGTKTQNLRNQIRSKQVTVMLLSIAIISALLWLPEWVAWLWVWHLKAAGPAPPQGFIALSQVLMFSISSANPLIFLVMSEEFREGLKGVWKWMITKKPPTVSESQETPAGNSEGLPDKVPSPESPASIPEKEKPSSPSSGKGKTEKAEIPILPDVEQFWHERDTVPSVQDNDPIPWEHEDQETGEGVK
# Starred values were filed as active, the others as inactive.
molecule	FBW7 act	TEAD-YAP inh	MITF inh	GPR151 activ
COc1ccc(S(=O)(=O)N2CCC(Nc3nc(C)cc(=O)[nH]3)CC2)cc1	0.1	0	-8	0.0
OCCC1CN(Cc2cccc(O)c2)CCN1CC1CCCCC1 (stereo not given)	-0.2	-2	-5	1.4
O=C(NC1CCCc2ccccc21)c1cc2c(s1)CS(=O)(=O)C2 (stereo not given)	0.0	-7	-4	-0.4
CCOc1ccc(C(=O)NCC(=O)OCC(=O)Nc2ncc(Cl)cc2Cl)cc1	-0.2	5	-7	-0.6
N#C/C(=C\c1c(Oc2ccccc2)nc2ccccn2c1=O)C(N)=O	0.0	10	11	-6.1
Cc1ccc(-c2nc(NC(=O)CN3C(=O)c4ccccc4C3=O)sc2C)cc1	0.0	-8	-3	0.9
Cc1cc(C)cc(N2C(=O)c3ccccc3NC2c2ccc(Cl)cc2)c1 (stereo not given)	0.0	14	13	0.8
CCOc1ccc(-n2c(-c3cc(C)nn3C)n[nH]c2=S)cc1	-0.1	2	4	0.1
COc1cccc(OC)c1C(=O)Nn1c(-c2cccc(Cl)c2)nc2ccccc2c1=O	0.1	2	14	0.0
O=C(O)Cc1ccc2sc(-c3ccccc3)nc2c1	0.1	4	6	-7.9
O=c1nc2n(c3ncccc13)CCS2	0.0	4	-8	0.3
O=C(NC(=S)NCc1ccccc1)C1CCCC1	-0.1	-1	-9	1.8
COc1ccc2cc(CN(CC3CCCO3)C(=O)c3ccccc3F)c(=O)[nH]c2c1 (stereo not given)	0.9	-10	19	-1.0
COC(=O)c1ccc(NC(=O)c2c(-c3ccccc3Cl)noc2C)cc1	0.1	1	11	0.2
C[C@@H](O)[C@@H]1NC(=O)[C@@H]2C[C@H](NC(=O)NC3CCCCC3)CN2C1=O	-0.1	-10	5	1.2
CN1C/C(=C/c2ccc(O)cc2)C(=O)/C(=C/c2ccc(O)cc2)C1	0.2	-4	3	0.5
COc1cc(Nc2ccnc(Nc3ccc(C(F)(F)F)cc3)n2)cc(OC)c1OC	0.3	1	4	-0.1
Cc1ccc(CN2CCN(C3CCCCC3)CC2)cc1	-0.1	-12	65*	-0.5
COc1ccccc1-n1c(SCC(=O)NCc2ccccc2)nc2c(sc(=S)n2-c2ccc(C)cc2C)c1=O	-0.2	1	-6	-1.1
Cc1cc(C(=O)Nc2nnc(C3CCCCC3)s2)cs1	0.0	-10	-12	0.7
O=C(Cc1ccccc1)NC1(C(F)(F)F)N=C2SCCN2C1=O (stereo not given)	-0.1	2	-2	2.0
CCOC(=O)C1(CCCc2ccccc2)CCN(C(=O)CSc2nncn2C)CC1	0.4	-8	-3	-0.2
N#Cc1cc(C#N)c(SCC(=O)Nc2cccnc2Cl)nc1N	1.4	12	11	1.5
COc1cc(/C=C2/C(=O)NN(c3cccc(Cl)c3)C2=O)cc(Br)c1O	0.3	-6	10	1.3
COc1cc(/C=N/O)ccc1OCc1cccc(F)c1	-0.1	-18	-22	-2.3
O=C(c1cccc(C(=O)N2CCC(Cc3ccccc3)CC2)c1)N1CCC(Cc2ccccc2)CC1	0.0	-5	-4	0.2
CCOC(=O)c1cnn(-c2ccc3c(c2)OCCO3)c1CN(CC)CCO	0.2	-11	-25	0.5
CC(C)C(=O)Nc1ccc(C(=O)N(CC#N)CC#N)cc1	0.4	4	15	0.3
Cn1nnnc1SC(C(=O)c1ccccc1)c1ccccc1 (stereo not given)	0.6	-2	11	-1.4
Cc1ccc(/C=C2/SC(=S)N(c3ccc(O)c(C(=O)O)c3)C2=O)o1	-0.2	-1	83*	-0.8

# Next section.
molecule	FBW7 act	TEAD-YAP inh	MITF inh	GPR151 activ
CCOC(=O)CNC(=O)c1ccc(-c2ccccc2)cc1	0.0	14	7	-3.8
Cc1cccc(C)c1NC(=O)COC(=O)c1ccccn1	0.1	11	-338	-0.4
O=C(Nc1ccc(Br)c(Cl)c1)Nc1ccc2c(c1)OCO2	0.1	-58	10	-0.2
COCCNC(=O)c1ccc(-c2ccc(C)cc2)nc1N(C)C	0.2	-25	14	0.7
COc1ccc(-c2nnc(SCc3nc4ccccc4[nH]3)n2-c2ccccc2)cc1OC	0.2	-13	-14	5.0*
COCCCNC(=S)N1CCCN(c2nc3c(C)c(C)ccc3cc2C#N)CC1	0.1	6	8	-0.4
CCOC(=O)c1cn(N(C)C=O)c2c(F)c(F)c(F)cc2c1=O	0.2	-8	13	-0.6
Cc1ccc(S(=O)(=O)NNC(=O)C23CC4CC(c5ccccc5)(C2)CC(c2ccccc2)(C4)C3)cc1	-0.1	1	-6	1.5
CCOC(=O)C1=C(N)n2c(s/c(=C/c3ccc4c(c3)OCO4)c2=O)=C(C(=O)OCC)C1c1ccc2c(c1)OCO2 (stereo not given)	0.0	1	-8	0.5
O=C(NCCc1nnc2n1CCN(Cc1ccc3c(c1)OCO3)CC2)c1ccoc1	0.0	0	-18	1.3
O=C(Nc1ccc(F)c(Cl)c1)c1cc2c(=O)n3ccccc3nc2s1	-0.1	7	10	-0.5
COc1ccc(NC(=O)c2ccc3c(=O)n(-c4ccccc4)c(=S)[nH]c3c2)cc1	0.0	1	0	1.4
O=C(Cn1ccc([N+](=O)[O-])n1)NCCc1ccc(Cl)cc1	0.0	-11	-9	-0.2
CCN(c1ncnc2c1c(-c1ccccc1)cn2-c1cccc(Cl)c1)C1CCCCC1	0.1	-1	6	0.0
Cc1ccc(NC(=O)C(C)N2CCOCC2)c(C(=O)c2ccccc2)c1 (stereo not given)	0.0	1	26	0.9
C=CCc1ccccc1OCCCON1C(=O)CCC1=O	0.9	8	-169	0.4
COc1ccc(-c2cc(C(F)(F)F)n3nc(C(=O)Nc4cccc(C)c4C)cc3n2)cc1	-0.1	-7	4	-0.4
CCc1ccc(-c2nc3sc(-c4ccc(CC)cc4)nc3s2)cc1	0.2	-1	4	-0.2
CC1(C)CC(=O)c2sc(NC(=O)c3ccc([N+](=O)[O-])cc3Cl)nc2C1	0.1	14	8	0.7
CN(CC1CCCO1)S(=O)(=O)c1ccc(C(=O)NCc2ccccc2)cc1 (stereo not given)	0.1	2	-1	-0.3
Cc1ccc(C)c(N=c2scc(-c3ccc4c(c3)NC(=O)CO4)n2C2CC2)c1	-0.1	16	26	1.3
O=c1/c(=C/c2ccco2)sc2nc(-c3ccc(Cl)cc3)nn12	0.0	7	-7	2.9
COc1ccc(Br)cc1C1=N/C(=C\c2ccc(Cl)c(Cl)c2)C(=O)O1	0.0	17	-3	0.6
CC(C)c1ccc(Nc2nc(Cl)nc(NCCO)n2)cc1	0.1	-4	4	-0.7
COc1cccc(NC(=O)CSc2nc3c(sc(=S)n3-c3ccccc3C)c(=O)n2-c2ccccc2C)c1	-0.1	-3	-1	-1.1
Cn1c(SCC(=O)c2ccc(Cl)cc2)nnc1-c1cccc(N)c1	0.5	9	24	-1.2
CCOc1ccc(NC(=O)CO/N=C(\N)CC(=O)NC2CCCCC2)cc1	0.0	6	4	-0.5
CCC1CCC2(CC1)NC(=O)N(CC(=O)Nc1nc(-c3ccc(OC)cc3)cs1)C2=O (stereo not given)	0.1	1	5	0.3
COc1cc2nc(-c3csc4ccccc34)nc(Nc3ccc(N4CCOCC4)cc3)c2cc1OC	-0.2	6	5	0.9
Cc1ccc2c(c1)c(=O)c1ccccc1n2CCCC(=O)Nc1ccc(F)c(Cl)c1	0.1	0	4	-0.2

# Rewritten with two lines to a compound: part of the list above.
# Values in the order: FBW7 act | TEAD-YAP inh | MITF inh | GPR151 activ
> CCOc1ccc(NC(=O)CO/N=C(\N)CC(=O)NC2CCCCC2)cc1
  0.0 | 6 | 4 | -0.5
> O=C(Cn1ccc([N+](=O)[O-])n1)NCCc1ccc(Cl)cc1
  0.0 | -11 | -9 | -0.2
> O=C(Nc1ccc(F)c(Cl)c1)c1cc2c(=O)n3ccccc3nc2s1
  -0.1 | 7 | 10 | -0.5
> COc1ccc(-c2nnc(SCc3nc4ccccc4[nH]3)n2-c2ccccc2)cc1OC
  0.2 | -13 | -14 | 5.0*
> COc1ccc(-c2cc(C(F)(F)F)n3nc(C(=O)Nc4cccc(C)c4C)cc3n2)cc1
  -0.1 | -7 | 4 | -0.4
> CCc1ccc(-c2nc3sc(-c4ccc(CC)cc4)nc3s2)cc1
  0.2 | -1 | 4 | -0.2

# Remaining list, next part.
molecule	FBW7 act	TEAD-YAP inh	MITF inh	GPR151 activ
CCN(CC)C(=O)CN1CCC(c2ccc(F)cc2)CC1	0.1	5	11	-0.1
COc1cccc2cc(-c3nnc(SCC(=O)NCc4ccccc4)n3C)oc12	-0.1	-6	0	-1.7
O=C(OCC(=O)N1CCN(C(=O)c2ccco2)CC1)c1cc(O)c(O)c(O)c1	0.1	-8	81*	-1.5
COc1ccccc1-c1cnn2c(N3CCOCC3)ccnc12	-0.5	-9	-15	-1.4
COCCNC(=O)Cc1ccc(NS(=O)(=O)c2ccc(F)c(Cl)c2)cc1	0.0	-1	13	1.9
O=C(Oc1cccc(N2C(=O)C3C4CCC(C4)C3C2=O)c1)c1ccc([N+](=O)[O-])cc1 (stereo not given)	-0.2	-1	-2	0.5
COc1cc(Br)cc(C=Nc2ccc(C)cn2)c1O	0.0	11	16	0.7
Cc1nc2sc(C)c(C)c2c(=O)o1	0.2	8	0	0.2
CCOC(=O)N1CCN(C(=O)C2CC23CCN(Cc2cc4ccccc4o2)CC3)CC1 (stereo not given)	0.0	-7	-3	0.8
Cc1onc(-c2c(Cl)cccc2Cl)c1C(=O)NCCN1CCOCC1	0.1	9	8	-1.6
COc1cc(C(=S)NC2CCCCC2)ccc1O	0.5	-4	-11	-0.6
COc1ccc(NC(=O)NNC(=O)c2cccc([N+](=O)[O-])c2C)cc1OC	0.8	3	5	0.1
CCOC(=O)C1CCCN(Cc2c(C(=O)N(C)Cc3ccccc3)nc3ccccn23)C1 (stereo not given)	-0.1	11	0	0.6
COc1ccc(-n2ncc3c(=O)n(CC(=O)N4CCCCC4)cnc32)cc1	0.0	4	1	0.4
CCOc1cc2c(cc1OCC)C(c1cccc(OC)c1)NCC2 (stereo not given)	0.4	-2	10	0.1
O=S(=O)(C1=C(c2ccccc2)NC(=S)NC1)c1ccccc1	0.1	8	12	-1.0
CC(C)CCn1c(N2CCCC2)nc2c1c(=O)[nH]c(=O)n2C	-0.1	-12	-9	-0.3
COC(=O)COc1ccc(NS(=O)(=O)c2ccc(NC(C)=O)cc2)cc1	0.8	4	9	-0.9
CC1(C)C(=O)Nc2ccccc2N1C(=O)COC(=O)c1cnccn1	-0.2	-8	4	0.7
CCc1ccc(OCCOCCNCCN)cc1	-0.2	13	14	1.6
Cc1c(C(=O)NCc2cccnc2)sc2nc3n(c(=O)c12)CCCCC3	-0.1	3	4	-1.3
CCn1c(=O)n(CC)c2cc(NC=O)c(Br)cc21	0.3	0	11	1.6
CC(C)c1ccc(C2Oc3ccccc3C3=C2C(c2cccnc2)n2nnnc2N3)cc1 (stereo not given)	0.2	1	-18	0.2
COc1ccc(C(=O)Nc2c[nH]c(=O)[nH]c2=O)cc1[N+](=O)[O-]	-0.1	11	9	0.3
CCSc1nnc(NC(=O)CSc2nnc(CNC(=O)c3ccco3)n2-c2ccc(F)cc2)s1	-0.1	-2	-17	2.7
OC(COCc1ccccc1)CN1CCN(Cc2ccc3c(c2)OCO3)CC1 (stereo not given)	0.2	3	-3	2.9
O=C(C1CC1)N1CCC(C(O)(c2ccccc2)c2ccccc2)CC1	0.0	1	-5	-0.6
Cc1ccc(F)cc1Nc1nnc(-c2cc3c(ccc4ccccc43)oc2=O)s1	0.1	-4	10	-1.6
Cc1noc(/C=C/c2ccccc2F)c1S(=O)(=O)N1CCC(C(=O)NC(C)C)CC1	0.1	5	6	0.4
N#C/C(=C\c1ccc(Cl)cc1Cl)c1nc(-c2cc3ccccc3oc2=O)cs1	-0.1	-2	-8	0.6

# (cont.)
molecule	FBW7 act	TEAD-YAP inh	MITF inh	GPR151 activ
C/C(=N\N1C(=N)SC(C(=O)Nc2cccc(Cl)c2)CC1=O)c1ccc(F)cc1 (stereo not given)	0.0	2	-9	-1.4
O=C(NCc1ccccc1)c1cnc(NCc2ccc3c(c2)OCO3)s1	0.1	-3	2	-0.9
COc1ccc(CN2CCN(Cc3ccc(OC)c(Br)c3)CC2)c(OC)c1	-0.2	-9	63*	0.4
CC1=C(C(=O)Nc2ccc(Br)cc2)C(c2ccc(C(C)C)cc2)NC(=O)N1 (stereo not given)	0.1	30	-9	-0.1
Cn1c(=O)cc(SCC(=O)NCc2ccccn2)c2ccc(Cl)cc21	0.0	-1	-8	1.0
O=c1[nH]c2ccc(S(=O)(=O)Nc3ccc(Cl)c(C(F)(F)F)c3)cc2[nH]c1=O	0.3	15	4	0.2

# Single records (already shown). Order of values: FBW7 act, TEAD-YAP inh, MITF inh, GPR151 activ
# Profile of N#C/C(=C\c1c(Oc2ccccc2)nc2ccccn2c1=O)C(N)=O → 0.0, 10, 11, -6.1
# Profile of Cc1ccc(C)c(N=c2scc(-c3ccc4c(c3)NC(=O)CO4)n2C2CC2)c1 → -0.1, 16, 26, 1.3
# Profile of O=C(NC(=S)NCc1ccccc1)C1CCCC1 → -0.1, -1, -9, 1.8
# Profile of COc1ccc(NC(=O)NNC(=O)c2cccc([N+](=O)[O-])c2C)cc1OC → 0.8, 3, 5, 0.1
